High-throughput results deposited in PubChem BioAssay by National Center for Advancing Translational Sciences (NCATS).
D2 potentiator: positive allosteric modulators of human D2 dopamine receptor. P14416. HEK293 T-REx D2, calcium flux, EC20 dopamine potentiation. potentiation, % at 10 µM. actives 0.34% (n = 340,000);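 active = potentiation over 3 SD above the plate norm, cut at about 30% in these data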; also: 0% is about no effect
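Cells plated with tetracycline inducer and held overnight at 30 C; calcium dye loaded 30–90 min at room temperature; baseline taken, compound added and read 180 s; EC20 dopamine then added and read 180 s.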
D1 potentiator: enhances dopamine response at the human D1 receptor | HEK293 TREx D1 cells, calcium flux, dopamine EC20 potentiation | potentiation, % at 10 µM | actives 0.036% (n = 360,000) | AID 504651; in the data active = potentiation above about 30%; also: 0% is about no effect
Target sequence (P21728 whole entry, looked up): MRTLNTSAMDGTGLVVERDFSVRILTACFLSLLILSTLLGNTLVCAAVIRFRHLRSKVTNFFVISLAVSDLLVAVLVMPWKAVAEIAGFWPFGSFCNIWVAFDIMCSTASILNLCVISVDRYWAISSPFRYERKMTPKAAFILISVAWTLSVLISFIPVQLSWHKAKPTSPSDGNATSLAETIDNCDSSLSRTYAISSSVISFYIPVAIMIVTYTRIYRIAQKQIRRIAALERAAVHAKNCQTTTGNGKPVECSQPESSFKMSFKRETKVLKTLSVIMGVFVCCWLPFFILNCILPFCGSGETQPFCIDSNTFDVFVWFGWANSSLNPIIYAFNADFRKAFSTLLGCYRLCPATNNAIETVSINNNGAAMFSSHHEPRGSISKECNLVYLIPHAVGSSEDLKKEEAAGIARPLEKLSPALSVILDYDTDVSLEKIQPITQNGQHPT
Anesthetic bind: binds horse apoferritin like a general anesthetic | P02791 | apoferritin/1-aminoanthracene competitive binding, fluorescence | Potency, µM (top dose mostly 77.5 µM), for inactives: at the top dose activity change, negative = displacement, usual class: inhibitors | actives 0.074% (n = 350,000); also: potency is read from the fitted curve at half-maximal effect; % is scaled to controls: 0 for no effect and ±100 for the full control effect; nearly all actives have a fitted effect of over 20% in size
Target sequence (P02791 2-175 limits assumed): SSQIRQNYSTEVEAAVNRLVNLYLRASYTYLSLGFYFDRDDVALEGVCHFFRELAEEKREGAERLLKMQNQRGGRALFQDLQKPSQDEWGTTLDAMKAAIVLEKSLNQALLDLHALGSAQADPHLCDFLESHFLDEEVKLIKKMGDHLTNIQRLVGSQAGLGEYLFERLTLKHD
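Probe: 1-aminoanthracene (50% saturated, PBS). Protein: horse-spleen apoferritin, 10 uM. Incubation: 10 min, room temperature. Detection: 380 nm excitation, 535 nm emission. Analysis: normalized response, four-parameter Hill.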
D1 ag: human D1 receptor agonism; P21728; actives 1% (n = 360,000); activation, % at 2 µM; HEK293 T-REx D1 cells, calcium flux, agonist mode; in the data active = activation above about 30%; also: 0% is about no effect
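Agonism was scored from calcium flux recorded over 180 s (1 read/s) after pintool compound addition, following a 10-cycle baseline. Cells were inducible force-coupled HEK293 TREx D1, plated overnight at 30 C and loaded with no-wash calcium dye.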
TRHR enhancer: TRH receptor (human) allosteric enhancement | TRHR cells, fluo-8 calcium fluorescence, EC20 TRH enhancement | enhancement, % at 2 µM | AID 493056 | actives 0.66% (n = 360,000) | P34981; in the data active = enhancement above about 30%; also: 0% is about no effect
Target sequence (P34981 whole entry, looked up): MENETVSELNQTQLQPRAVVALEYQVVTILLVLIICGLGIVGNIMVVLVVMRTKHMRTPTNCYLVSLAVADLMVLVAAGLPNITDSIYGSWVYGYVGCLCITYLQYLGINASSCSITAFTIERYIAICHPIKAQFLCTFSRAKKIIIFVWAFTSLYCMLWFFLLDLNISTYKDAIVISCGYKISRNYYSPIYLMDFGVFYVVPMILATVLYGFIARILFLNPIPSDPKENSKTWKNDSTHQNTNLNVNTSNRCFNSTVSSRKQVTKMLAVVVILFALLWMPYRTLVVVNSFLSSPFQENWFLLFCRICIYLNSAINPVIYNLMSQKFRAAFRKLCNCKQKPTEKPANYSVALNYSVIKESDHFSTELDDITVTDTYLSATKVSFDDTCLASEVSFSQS
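Enhancer read-out: after compound pinning and an initial kinetic agonist-mode read, an EC20 of TRH (10 nM final) was injected and fluo-8 calcium signal (Ex 480/Em 530) followed at 1 s/cycle for 100 cycles in TRHR-expressing cells.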
D1 antag: blocks dopamine activation of the human D1 receptor; activity change, negative = inhibition, % at 10 µM; actives 3.2% (n = 360,000); P21728; AID 504652; HEK293 TREx D1 cells, calcium flux, dopamine EC80; hits give low values; in the data active = activity change below about -30%; also: % is scaled to controls: 0 for no effect and ±100 for the full control effect
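Inducible Hek293 Trex D1 cells (tetracycline, overnight, 30 C). Calcium dye 30–90 min RT. Antagonist mode: EC80 dopamine added after 180 s compound read.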
RXFP1 antag: antagonists of human relaxin receptor RXFP1 | Q9HBX9 | HEK293-RXFP1, relaxin-stimulated cAMP HTRF, 30 min; hits give low values | activity change, negative = inhibition, % at 57.5 µM | actives 0.59% (n = 350,000) | AID 1259400;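 active = activity change of -60% or lower, but not beyond a set lower limit; inconclusive = change between -60% and -40%, or beyond the set limit; inactive = change above -40%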; also: % is scaled to controls: 0 for no effect and ±100 for the full control effect
TRHR ag: agonists of human TRH receptor; AID 493084; activation, % at 2 µM; actives 0.18% (n = 360,000); P34981; TRHR cells, calcium flux fluo-8, FDSS agonist mode; in the data active = activation above about 30%; also: 0% is about no effect
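In this calcium-flux screen, cells bearing human TRHR are dye-loaded with fluo-8, baselined for 10 cycles, then exposed to library compounds; positive kinetic calcium responses during the agonist phase mark hits, with TRH as control.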
RXFP1 agonist: RXFP1 (human) receptor agonism; Q9HBX9; HEK293T-RXFP1 cAMP TR-FRET, 30 min; response scale: percent of porcine relaxin response, buffer zero; Potency, µM (top dose mostly 57.5 µM), without a hit: top-dose activation, usual class: activators; actives 0.3% (n = 370,000); also: potency is read from the fitted curve at half-maximal effect; % is scaled to controls: 0 for no effect and ±100 for the full control effect; nearly all actives have a fitted effect of over 60% in size; many of its hits are not listed in these tables
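Agonist response is measured as cAMP accumulation in an RXFP1-transfected HEK293T line under PDE4 inhibition. Values are scaled between buffer-only and 29 nM porcine relaxin, and EC50s come from standard Hill equation fits.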
Numbers without * were called inactive; ? = inconclusive; . = no result given; & = joins results of further samples; [ ] = remark or other dose. Unless noted, calls follow the shape of the dose curve; as a rule, active = well fitted curve in the direction sought with a large enough effect; inconclusive = small, poorly fitted or top-dose-only effect, or another doubt; inactive = no such curve, though single readings can be large; an effect the other way counts as inactive or inconclusive. Not all compounds are listed; the hit share may differ from the screen's.

The first 2 compounds, to show the layout:
SMILES	D2 potentiator	D1 potentiator	Anesthetic bind	D1 ag	TRHR enhancer	D1 antag	RXFP1 antag	TRHR ag	RXFP1 agonist
CC(=O)c1c(C)oc2c(Br)cc(NS(=O)(=O)c3ccc(Br)cc3)cc12	12	-8	?	4	-1	-47*	.	-0.1	2.4%
O=C(c1ccc2c(c1)OCO2)N1CCN(S(=O)(=O)N2CCCCC2)CC1	0	-5	1%	0	1	-7	7	-0.6	-3.5%

All compounds of this part, repeating the preview:
SMILES	D2 potentiator	D1 potentiator	Anesthetic bind	D1 ag	TRHR enhancer	D1 antag	RXFP1 antag	TRHR ag	RXFP1 agonist
CC(=O)c1c(C)oc2c(Br)cc(NS(=O)(=O)c3ccc(Br)cc3)cc12	12	-8	?	4	-1	-47*	.	-0.1	2.4%
O=C(c1ccc2c(c1)OCO2)N1CCN(S(=O)(=O)N2CCCCC2)CC1	0	-5	1%	0	1	-7	7	-0.6	-3.5%
CN1C2CCC1CC(NS(=O)(=O)c1ccc(C#N)cc1)C2 (stereo not given)	-2	4	-2%	3	7	4	1	-0.2	-0.9%
Cc1cc(Nc2c(C)n(C)n(-c3ccccc3)c2=O)n2c(nc3ccccc32)c1C#N	-6	-3	-5%	2	-4	-4	.	0.1	9.5%
Cc1cc(C)c(C(=O)COC(=O)C2CCN(c3ccc(C(F)(F)F)cn3)CC2)c(C)c1	10	.	.	17	1	-6	-11	1.2	2.0%
COc1ccc(/C=C/c2nc(S(=O)(=O)c3ccccc3)c(NCCCN(C)C)o2)cc1OC	0	3	-14%	3	-1	19	-7	0.2	0.7%
N#CCC(=O)Nc1ccc(C(=O)OCC(=O)Nc2ccccc2Sc2ccccc2)cc1	-8	-3	-4%	4	13	-9	1	-0.7	3.5%
Cc1ccc(C)c(NCCC#N)c1	-2	-1	-7%	1	4	-5	-8	0.0	0.2%
O=C(O)C1CC(=O)N(Cc2ccc(F)cc2)C1 (stereo not given)	4	-3	8%	13	-1	14	0	-0.6	-0.3%
O=C(C[n+]1ccn(CCCNP2(=O)C=C(c3ccccc3)OC(c3ccccc3)=C2)c1)c1cccs1	-4	-1	-19%	2	-4	5	14	0.1	0.4%
CN1CCC(N(C)C(=O)COc2ccccc2-c2ccccc2)CC1	-4	-1	2%	4	5	4	5	0.7	0.7%
COc1ccc(C)cc1NC(=O)CCC(=O)Nc1ccc2nc(N3CCN(C)CC3)cc(C)c2c1	-43	-3	-6%	1	1	-2	-9	0.1	-2.2%
CCC1CCCCN1CCCNC(=O)Cn1c(=O)c2cccn2c2ccccc21 (stereo not given)	-7	-1	-2%	1	-2	-1	22	-0.2	0.6%
Cc1ccccc1C(=O)NC(=S)N(CCO)Cc1ccccc1	-3	0	-7%	0	0	-5	-3	-0.1	-0.2%
Cc1ccc(Cn2cc(C(=O)c3ccc(C)cc3)c(=O)c3ccc(C)nc32)cc1	7	1	?	3	-11	-9	-21	0.1	0.4%
Cc1cc(C)cc(N2CCCn3c2nc2c3c(=O)n(CCN3CCOCC3)c(=O)n2C)c1	-1	-5	-7%	5	2	-18	1	-0.4	0.1%
Cc1ccc(COc2ccc(S(=O)(=O)N3CCCC3)cc2C(N)=O)cc1	-10	-4	-2%	6	-1	-6	-22	-0.9	2.5%
Cc1ccc2c(c1)N(CC(=O)NCc1cccs1)C(=O)C(C)O2 (stereo not given)	4	-4	-8%	0	-4	4	-6	-0.6	1.7%
COc1ccc(C(CNC(=O)c2oc3cc(Br)ccc3c2C)N2CCCCC2)cc1 (stereo not given)	-22&-24	-1&1	-10%&-13%	3&-2	3&3	11&5	0&-5	0.1&1.0	3.2%&3.9%
O=C(NCCN1CCOCC1)c1cn(-c2ccccc2)nc1-c1cccs1	-17	-7	2%	2	-6	4	-11	2.4	1.5%
COc1ccc(C(=O)OCC(=O)Nc2nc3c(F)c(F)c(F)cc3s2)cc1OC	1	-2	3%	4	-2	9	-9	0.2	21%
O=C(Nc1nccs1)c1ccc(Cl)c([N+](=O)[O-])c1	-2	-3	-19%	3	2	-11	1	-0.3	-0.4%
COc1cccc(CN2CCCC(N3CCc4ccccc4C3)C2)c1O (stereo not given)	4	-4	-18%	1	-4	-15	8	0.2	1.3%
COc1ccccc1CCC(=O)N1CCN(S(=O)(=O)c2cccc(F)c2)CC1	-1	-7	.	1	-3	-5	-8	0.0	0.7%
Cc1cccc(-n2nc([N+](=O)[O-])c(=NCc3cccnc3)n2O)c1	-4	9	-15%	1	-12	-13	-6	-0.6	-3.2%
CCN(C(=O)CSc1nnc(-c2ccc(C)cc2)n1N)c1c(N)n(Cc2ccccc2)c(=O)[nH]c1=O	-1	-4	.	3	3	12	-1	0.4	0.0%
Cc1ccc(NC(=O)CN(CCc2ccccc2)S(=O)(=O)c2ccccc2)c(C)c1	0	-2	55%[activator]	6	-11	-12	-5	1.0	2.3%
Cn1c(-c2cccc([N+](=O)[O-])c2)cnc1NCc1cccc(F)c1	2	-4	-19%	2	0	-14	-1	-0.7	0.2%
COC(=O)c1cc(C(=O)OCC(=O)NC2CCCCCCC2)cc([N+](=O)[O-])c1	.	-3	.	2	13	-13	0	-0.6	0.2%
CCOC(=O)N1CCC(NC(=O)c2cc(S(=O)(=O)N3CCOCC3)ccc2F)CC1	5	0	-7%	3	-1	-13	4	0.1	1.9%
CCC1Sc2ccc(S(=O)(=O)Nc3ccc(OC)cc3)cc2NC1=O (stereo not given)	.	-5	-20%	30*	1	-36*	0	4.9	-2.8%
Cc1ccc(NC(=O)CN2C(=O)c3ccccc3S2(=O)=O)cc1C	-3	-7	-19%	0	1	-3	10	-0.9	0.4%
CN(C(=O)CSc1nnc(-c2ccncc2)n1Cc1ccccc1)C1CCS(=O)(=O)C1 (stereo not given)	-4	0	-2%	-1	1	8	.	0.8	8.4%
Cc1ccc2nc3ccc(N4CCCC4)nn3c(=O)c2c1	-7	-3	9%	2	6	7	9	-0.5	1.7%
CCC12CN3CC(CC)(CN(C1)C3c1c[nH]c3ccccc13)C2=O (stereo not given)	-7	0	18%	6	6	11	?	0.2	-1.4%
CC(C)Cn1c(SCC(=O)NCCCN2CCCC2=O)nc2ccccc21	-3	-4	.	-1	-5	-6	7	0.1	-0.9%
Cc1ccc(S(=O)(=O)c2nnn3c2nc(NCc2cccs2)c2sccc23)cc1C	-6	-8	-16%	2	-14	-59*	-31	0.7	2.7%
CC(C)(C)CC(=O)NC(=S)NCCc1ccccc1	13	4	?	0	12	-10	22	-0.3	1.8%
CCN1C(=O)CC(NCc2ccc(S(N)(=O)=O)cc2)C1=O (stereo not given)	6	-7	-5%	1	1	-18	5	0.1	0.2%
O=C(N/N=C/CCc1ccccc1)c1ccccc1	-9	0	-10%	3	2	-5	-2	-0.1	-3.6%
CC(OC(=O)CCc1cc(C(C)(C)C)c(O)c(C(C)(C)C)c1)C(=O)NC1CC1 (stereo not given)	-2	-4	.	5	5	-4	-10	0.1	0.3%
CCCCC[C@]12Cc3ccccc3C(O1)C1=C(CC(C)(C)CC1=O)O2	.	0	-3%[15.3 µM]	0	5	1	.	0.0	0.6%[11.5 µM]
COc1ccccc1Nc1nn2c(=O)c3ccc(C(=O)NC(C)c4ccccc4)cc3nc2s1 (stereo not given)	1	-1	-18%	1	7	1	.	0.4	3.9%
CNC(=O)c1cc2c(s1)CCCCCC2	-4	-3	-17%	1	0	-3	8	-0.1	2.0%
Cc1ccc(N2CC(C(=O)NC3=NCCS3)CC2=O)cc1 (stereo not given)	-2	-3	-14%	1	5	5	-1	0.4	0.0%

One compound at a time, as listed above. Values in the order: D2 potentiator	D1 potentiator	Anesthetic bind	D1 ag	TRHR enhancer	D1 antag	RXFP1 antag	TRHR ag	RXFP1 agonist
`CC(C)(C)CC(=O)NC(=S)NCCc1ccccc1` as listed: 13	4	?	0	12	-10	22	-0.3	1.8%
`CN(C(=O)CSc1nnc(-c2ccncc2)n1Cc1ccccc1)C1CCS(=O)(=O)C1` (stereo not given) as listed: -4	0	-2%	-1	1	8	.	0.8	8.4%
`COc1ccccc1Nc1nn2c(=O)c3ccc(C(=O)NC(C)c4ccccc4)cc3nc2s1` (stereo not given) as listed: 1	-1	-18%	1	7	1	.	0.4	3.9%
`CCCCC[C@]12Cc3ccccc3C(O1)C1=C(CC(C)(C)CC1=O)O2` as listed: .	0	-3%[15.3 µM]	0	5	1	.	0.0	0.6%[11.5 µM]

Continued:
SMILES	D2 potentiator	D1 potentiator	Anesthetic bind	D1 ag	TRHR enhancer	D1 antag	RXFP1 antag	TRHR ag	RXFP1 agonist
Cc1cccc(CC(=O)N2CCOCC2)c1	3	5	-5%	2	6	-1	22	0.7	-0.1%
COc1cccc(NC(=O)c2cccc(N3C(=O)C4C5C=CC(C5)C4C3=O)c2)c1 (stereo not given)	2	-3	-10%	1	1	-5	8	-0.2	0.3%
O=C(COc1coc(CN2CCc3ccccc32)cc1=O)Nc1ccc([N+](=O)[O-])cc1	-5	-9	.	3	1	5	-17	0.5	-0.1%
O=C(Nc1cc(Cl)ccc1-n1cncn1)c1ccc(F)c(S(=O)(=O)N2CCOCC2)c1	-1	4	.	0	1	7	4	0.2	0.5%
O=C(COC(=O)C1CC1)NCc1ccccc1	-2	7	.	3	-1	-4	14	0.2	1.9%
CNS(=O)(=O)c1ccc(C)cc1	7	-3	6%	0	9	-11	-2	-0.4	-1.6%
O=S(=O)(Nc1ccc(S(=O)(=O)N2CCCC2)cc1)c1ccccc1Br	8	-2	.	4	4	5	-1	0.4	0.0%
Cn1ncc2c(NCc3ccccc3)ncnc21	16&1	0&-2	-4%&2%	3&7	-2&-3	4&-19	8	-0.7&-0.8	3.6%&12%
COc1ccc2cc(C(N)=O)/c(=N/NC(=O)c3ccco3)oc2c1	6	-2	-3%	0	-5	10	-10	0.0	-0.5%
O=C(Nc1ccccc1)Nc1cc(OCC(F)(F)F)cc(OCC(F)(F)F)c1	-5	-10	-1%	22	-13	-33*	-72*	1.1	-0.2%
CC(C)Oc1cc2oc(=O)c3c(c2cc1Cl)CCC3	-7	-3	-9%	2	-3	-4	0	0.1	-1.1%
O=C(CN1CCOCC1)Nc1ccccc1Sc1ccc(Cl)cc1	7	0	-3%	1	-4	18	?	-1.0	-1.0%
O=C(Nc1ccccc1Cl)c1ccc2ccccc2c1	7	-4	-2%	2	-7	7	0	0.2	1.7%
